# Bioassay records (PubChem BioAssay)
# D3 antag: D3 dopamine receptor (human) antagonism | max response, negative = inhibition, % | 360,000 tested, 2.5% active | D3R cells, DiscoveRx beta-arrestin luminescence, antagonist mode; stronger effect = lower value | P35462; in the data active means max response below about -50%; inconclusive means no clear call, values can overlap the other calls; further: on the % scale 0 is the no-effect control and ±100 the full control effect; mostly tested at two doses, the higher about 12 µM
#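 Cells expressing the human receptor were seeded at 1500 cells/well, incubated overnight at 37 degrees C in 5% CO2, then exposed to library compounds with dopamine controls for 90 minutes at 37 degrees C before luminescent detection.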
# D3 ag: agonists of human D3 dopamine receptor. P35462. D3R DiscoveRx beta-arrestin cells, luminescence, 90 min. max activation, %. 410,000 tested, 0.58% active; in the data active means max activation above about 30%; further: 0% is about no effect; mostly tested at two doses, the higher about 12 µM
#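 Cells at 1500/well, incubated overnight, then treated with pinned compounds (dopamine as control) for 90 min at 37 degrees C. DiscoveRx reagent added for 30 - 60 minutes at room temperature; luminescence read.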
# FUS yeast rescue: suppressors of FUS proteinopathy in yeast; S. cerevisiae FUS-expressing, growth rescue, OD600, 24 h; Potency, µM (titrated, usually from 76.6 µM), inactives show at the top dose growth rescue (activation), actives largely listed as activators; 390,000 tested, 0.24% active;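 further: potency means the concentration at half of the fitted maximal effect; plate controls were DMSO vehicle for no effect and reference control for full effect; nearly all actives have a fitted effect of over 55% in size; some results filed as inactive show a strong effect at the top dose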
#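 Toxicity suppression screen in FUS-yeast. Cells induced with 2% galactose, starting OD 0.005, treated 24hr at 30C with compounds at multiple final concentrations; growth by OD600.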
# EPAC2 antagonist: antagonists of human EPAC2 | Potency, µM (doses to about 114 µM), for the others: at the top dose activity, negative = inhibition, usual class: inhibitors | AID 720708 | 360,000 tested, 0.18% active | EPAC2 GEF exchange of Rap1B-BODIPY-GDP, fluorescence | Q8WZA2; further: potency means the concentration at half of the fitted maximal effect; on the % scale 0 is the no-effect control and ±100 the full control effect; nearly all actives have a fitted effect of over 45% in size; many of its hits are not listed in these tables
# Target sequence (Q8WZA2 whole entry, looked up): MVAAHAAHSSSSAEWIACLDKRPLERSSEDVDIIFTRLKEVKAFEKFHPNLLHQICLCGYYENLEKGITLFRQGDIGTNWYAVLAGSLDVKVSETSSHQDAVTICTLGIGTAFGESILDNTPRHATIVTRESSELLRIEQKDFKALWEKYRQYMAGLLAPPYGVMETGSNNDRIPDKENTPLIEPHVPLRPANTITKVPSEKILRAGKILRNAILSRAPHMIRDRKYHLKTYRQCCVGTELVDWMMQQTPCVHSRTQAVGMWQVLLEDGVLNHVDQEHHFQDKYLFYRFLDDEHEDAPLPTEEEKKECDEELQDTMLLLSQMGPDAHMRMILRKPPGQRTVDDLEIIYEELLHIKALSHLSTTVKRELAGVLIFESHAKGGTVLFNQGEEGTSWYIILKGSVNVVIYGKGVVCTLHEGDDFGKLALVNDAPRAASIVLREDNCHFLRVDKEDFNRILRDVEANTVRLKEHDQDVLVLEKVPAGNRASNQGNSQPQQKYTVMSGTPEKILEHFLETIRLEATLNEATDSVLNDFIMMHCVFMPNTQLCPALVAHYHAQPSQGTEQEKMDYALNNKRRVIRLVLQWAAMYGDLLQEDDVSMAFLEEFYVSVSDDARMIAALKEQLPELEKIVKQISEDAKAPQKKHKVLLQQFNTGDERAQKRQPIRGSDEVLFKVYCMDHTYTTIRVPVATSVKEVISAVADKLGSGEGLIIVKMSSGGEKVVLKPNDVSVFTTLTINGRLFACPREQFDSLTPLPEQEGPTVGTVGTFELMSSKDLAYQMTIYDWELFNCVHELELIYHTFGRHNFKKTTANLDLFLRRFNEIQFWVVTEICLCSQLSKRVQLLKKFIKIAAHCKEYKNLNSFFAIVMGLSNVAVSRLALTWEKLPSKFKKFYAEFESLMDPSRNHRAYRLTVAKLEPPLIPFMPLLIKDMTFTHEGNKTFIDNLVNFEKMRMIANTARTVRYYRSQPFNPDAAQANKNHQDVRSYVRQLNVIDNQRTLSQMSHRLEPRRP
# TDP-43 yeast inh: rescues yeast growth from TDP-43 toxicity | AID 652104 | TDP-43 expressing yeast growth rescue, BacTiter-Glo, 24 h | Potency, µM (highest dose often 46.1 µM), without a hit: top-dose growth rescue (activation), hits mostly activators | 410,000 tested, 1.8% active; further: potency means the concentration at half of the fitted maximal effect; % of control where 0% means no effect; nearly all actives have a fitted effect of over 50% in size
#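 Yeast expressing TDP-43 (pregrown in raffinose, seeded at OD600=0.02 in galactose medium) exposed to compounds 24 hr at 30 deg C. Growth read by BacTiter-Glo luminescence; rescue of toxicity appears as increased signal.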
# Abeta yeast res: restores growth of yeast expressing A-beta42 peptide | 410,000 tested, 0.063% active | yeast expressing A-beta42, growth rescue, OD600, 48 h; response scale: 0% DMSO, 100% iron-clioquinol control | Potency, µM (top dose mostly 46.1 µM), without a hit: top-dose growth rescue, most hits filed as activators; further: potency means the concentration at half of the fitted maximal effect; nearly all actives have a fitted effect of over 55% in size
#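 Yeast A-beta toxicity model in growth medium with pinned compounds, 48 h at 30 C; growth read as absorbance at 600 nm. Normalized to FeCl3/clioquinol equimolar mix (positive) and DMSO (negative).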
# EPAC2 agonist: EPAC2 (human) agonism; Q8WZA2; EPAC2 activation, biochemical qHTS; response scale: 100% = 6.5 mM cAMP response; AID 720711; Potency, µM (titrated, usually from 154 µM), inactives show top-dose activation, usual class: activators; 360,000 tested, 0.079% active; further: potency means the concentration at half of the fitted maximal effect; nearly all actives have a fitted effect of over 50% in size
#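 Compounds were added across a concentration range to EPAC2 (100 nM), RAP1B-BODIPY-GDP (250 nM) and GDP (50 uM). After 5 min at room temperature, fluorescence was recorded at 5-min intervals for 30 min.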
# aSyn rescue: alpha-synuclein toxicity inhibition in yeast. Yeast expressing alpha-synuclein, growth rescue, BacTiter-Glo, 24 h. Potency, µM (top dose mostly 46.1 µM), for inactives: at the top dose growth rescue (activation), actives largely listed as activators. 370,000 tested, 0.14% active; further: potency means the concentration at half of the fitted maximal effect; % of control where 0% means no effect; nearly all actives have a fitted effect of over 65% in size
#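 Readout is rescue of growth in alpha-synuclein-expressing yeast, so inhibitors of toxicity appear as activators. Growth after 24 hr at 30 deg C in galactose medium is quantified by luminescence.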
# * hit, by the source's call; u = inconclusive; x = no result given; & = joins results of further samples; [ ] = remark or other dose. Unless noted, the call rests on the fitted dose curve; in most records, active means well fitted curve in the direction sought with a large enough effect; inconclusive means small, poorly fitted or top-dose-only effect, or another doubt; inactive means no such curve, though single readings can be large; an effect the other way counts as inactive or inconclusive.
SMILES,D3 antag,D3 ag,FUS yeast rescue,EPAC2 antagonist,TDP-43 yeast inh,Abeta yeast res,EPAC2 agonist,aSyn rescue
O=C1C2CCCCC2C(=O)N1c1ccc(S(=O)(=O)Nc2ncccn2)cc1 (stereo unspecified),-1,-3,10%,3%,6%,3%,0%,-7%
O=C(CN1C(=O)C2CC=CCC2C1=O)NC1=NCCS1 (stereo unspecified),18,-11,-1%,-1%,4%,7%,7%,2%
CCc1sc(N(C(=O)Cc2ccccc2)c2cccc(F)c2)nc1-c1ccc(C)cc1,-13,-5,-4%,-8%,10%,22%,0%[15.6 µM],2%
CN(Cc1ccon1)C(=O)CCc1nnc(Cc2ccc(-c3ccccc3)cc2)o1,2,9,26%,-6%,0%,-13%,3%,14%
COc1ccccc1-c1cc(N)n(S(=O)(=O)c2ccc(F)c(C)c2)n1,-2,4,2%,-13%,14%,1%,3%,-2%
N#CC(C#N)=C1C=C2C=C(N3CCCCC3)CCC2CC1 (stereo unspecified),3,9,-5%,388%[activator],-17%,-19%,149%,5%
CC(C)n1nc(C(=O)Nc2ccc(-n3cnnn3)cc2)c2ccccc2c1=O,10,-6,8%,11%,-7%,-6%,8%,-1%
O=C(NCCN1CCOCC1)c1c(Cl)cccc1Cl,25,7,-6%,22%,-5%,-1%,5%,-4%
COc1cccc(NS(=O)(=O)c2ccc3[nH]cc(C(=O)N(C)Cc4ccco4)c(=O)c3c2)c1,14,-5&1,18%&12%,-2%,-3%&-3%,-11%&19%,4%,8%
COC(=O)c1cc2c(cc1Cl)SC(=NCCCN1CCOCC1)NS2(=O)=O,0,-5,29%,3%,-17%,1%,4%,1%
CCOC(=O)C1(C)CCCN(C(=O)c2ccccc2C(F)(F)F)C1 (stereo unspecified),-3,-8,-9%,-11%,16%,9%,6%,-3%
CCN(CC)CCNC(=O)C1c2ccccc2Oc2ccccc21,-18,-6,-10%,3%,9%,3%,5%,3%
O=C(NNC(=O)c1csc(N2CCOCC2)n1)c1ccc(Cl)nc1,-5,4,12%,1%,25%,20%,5%,3%
COc1ccccc1NC(=S)N(Cc1ccc(Cl)cc1)CC1CCC(C(=O)O)CC1 (stereo unspecified),2,-3,43%,-10%,u,-6%,0%,-15%
CCN(c1ccccc1)S(=O)(=O)c1cccc(C(=O)NCc2ccccc2CN2CCOCC2)c1,-19,-15,x,1%,-18%,-2%,7%,-3%
COc1ccc2c(C)cc(SC3CCOC3=O)nc2c1 (stereo unspecified),0,0,-1%,u,21%,-8%,5%,8%
CC1=C(C(=O)Nc2ccc(Br)cc2)C(c2ccco2)NC(=O)N1 (stereo unspecified),-20,-8,15%,12%,-11%,-16%,5%,5%
O=C(O)c1cccc(S(=O)(=O)Nc2ccc3[nH]c(=O)[nH]c3c2)c1,-24,-10,33%,1%,0%,-15%,0%,-3%
CC(C)(C)NCC(O)COc1c(F)cc(Br)cc1F (stereo unspecified),-10,-31,6%,2%,-7%,-4%,2%,0%
Cc1ccn2c(=O)nc(SCC(=O)N3CCC(Cc4ccccc4)CC3)nc2c1,u,-13,35%,-14%,13%,-22%,7%,-5%
CCN(CC(=O)Nc1c(F)cccc1F)C(=O)c1csc2c1CCCC2,-11,7,3%,21%,10%,u,-2%,7%
CC(/C=N\Nc1nnc2c(n1)[nH]c1c(C)cccc12)=C\c1ccco1,15,-9,5%,-5%,7%,7%,5%,-1%
O=C(NCc1cccnc1)C1CCN(S(=O)(=O)N2CCC3(CC2)OCCO3)CC1,2,11,-5%,4%,-12%,33%,2%,-11%
C=CCNC(=O)C(C)Sc1ccc(Cl)cc1 (stereo unspecified),-26,-1,4%,-3%,0%,3%,5%,-3%
CCCOc1ccc(C(O)CCNC(CC(=O)O)c2ccccc2)cc1 (stereo unspecified),0,-2,x,1%,7%,8%,8%,1%
CCOC(=O)N1CCC(NC(=O)CC(NS(=O)(=O)c2ccc(C)cc2)c2ccco2)CC1 (stereo unspecified),0,-3,-4%,-3%,-4%,4%,4%,3%
CCS(=O)(=O)N1Cc2ccccc2CC1C(=O)Nc1ncc(C)s1 (stereo unspecified),7,-2,2%,6%,-3%,15%,-2%,3%
CN1c2ccsc2/C(=N/Nc2ccccc2)CS1(=O)=O,-15,-20,8%,-18%,-11%,-4%,29%,-3%
Cc1ccc(C(=O)O/N=C(\N)c2ccc(Br)cc2)cc1,14,-14,x,15%,4µM*,-9%,-5%,-24%
Cc1ccc2c(c1)-c1onc(C(=O)N(C)c3cccc(C(F)(F)F)c3)c1CO2,x,-6,-1%,x,-26%,-4%,x,9%
CCn1c(CC(=O)Nc2ccc(F)cc2)nnc1SCC(=O)Nc1nncs1,-5,-8,27%,-1%,0%,-8%,5%,-8%
COc1ccccc1CNc1ncc(-c2ccc(F)cc2)n1C,-16,-13,-19%,6%,-15%,-11%,8%,0%
CC(=O)C1=C(C)NC(SCC(=O)c2ccc(Cl)cc2)=C(C#N)C1c1ccco1 (stereo unspecified),16,15,u,-6%,14%,-11%,15%,-1%
O=C(Nc1ccccc1)N(Cc1ccccc1)C1=NCCS1,-9,-4,-20%,-7%,21%,12%,6%,5%
O=C(NCCc1ccncc1)Nc1ccccc1,0,3,-54%,9%,9%,9%[9.22 µM],6%,-3%
O=C(CCSCCc1ccccn1)Nc1ccccn1,7,-2,2%,0%,2%,20%,5%,3%
Cc1c(C(=O)N2CCCCC2)c(S(=O)(=O)N2CCN(c3ccc(Cl)cc3)CC2)c(C)n1C,2,-14,19%,4%,-2%,4%,-5%,3%
Cc1ccccc1CSc1nnc(-c2ccccc2)c(=O)[nH]1,-3,-9,u,-13%,-4%,5%,9%,-6%
Cc1nn(CC(=O)Nc2ccc(C(=O)N(C)C)cc2)c(=O)c2ccccc12,-4,1,24%,1%,-3%,0%,0%,0%
CCOP(=O)(OCC)c1nc(-c2ccc(F)cc2)oc1NCc1ccccc1,-15,2,-12%,-18%,20%,6%,15%,-1%

# Copied from the listing, 15 compounds:
SMILES,D3 antag,D3 ag,FUS yeast rescue,EPAC2 antagonist,TDP-43 yeast inh,Abeta yeast res,EPAC2 agonist,aSyn rescue
CCN(c1ccccc1)S(=O)(=O)c1cccc(C(=O)NCc2ccccc2CN2CCOCC2)c1,-19,-15,x,1%,-18%,-2%,7%,-3%
COc1ccc2c(C)cc(SC3CCOC3=O)nc2c1 (stereo unspecified),0,0,-1%,u,21%,-8%,5%,8%
CC1=C(C(=O)Nc2ccc(Br)cc2)C(c2ccco2)NC(=O)N1 (stereo unspecified),-20,-8,15%,12%,-11%,-16%,5%,5%
O=C(O)c1cccc(S(=O)(=O)Nc2ccc3[nH]c(=O)[nH]c3c2)c1,-24,-10,33%,1%,0%,-15%,0%,-3%
CC(C)(C)NCC(O)COc1c(F)cc(Br)cc1F (stereo unspecified),-10,-31,6%,2%,-7%,-4%,2%,0%
Cc1ccn2c(=O)nc(SCC(=O)N3CCC(Cc4ccccc4)CC3)nc2c1,u,-13,35%,-14%,13%,-22%,7%,-5%
CCN(CC(=O)Nc1c(F)cccc1F)C(=O)c1csc2c1CCCC2,-11,7,3%,21%,10%,u,-2%,7%
CC(/C=N\Nc1nnc2c(n1)[nH]c1c(C)cccc12)=C\c1ccco1,15,-9,5%,-5%,7%,7%,5%,-1%
O=C(NCc1cccnc1)C1CCN(S(=O)(=O)N2CCC3(CC2)OCCO3)CC1,2,11,-5%,4%,-12%,33%,2%,-11%
C=CCNC(=O)C(C)Sc1ccc(Cl)cc1 (stereo unspecified),-26,-1,4%,-3%,0%,3%,5%,-3%
CCCOc1ccc(C(O)CCNC(CC(=O)O)c2ccccc2)cc1 (stereo unspecified),0,-2,x,1%,7%,8%,8%,1%
CCOC(=O)N1CCC(NC(=O)CC(NS(=O)(=O)c2ccc(C)cc2)c2ccco2)CC1 (stereo unspecified),0,-3,-4%,-3%,-4%,4%,4%,3%
CCS(=O)(=O)N1Cc2ccccc2CC1C(=O)Nc1ncc(C)s1 (stereo unspecified),7,-2,2%,6%,-3%,15%,-2%,3%
CN1c2ccsc2/C(=N/Nc2ccccc2)CS1(=O)=O,-15,-20,8%,-18%,-11%,-4%,29%,-3%
Cc1ccc(C(=O)O/N=C(\N)c2ccc(Br)cc2)cc1,14,-14,x,15%,4µM*,-9%,-5%,-24%

# Taken from above.
# O=C(Nc1ccccc1)N(Cc1ccccc1)C1=NCCS1 in D3 ag is listed with -4
# CC(=O)C1=C(C)NC(SCC(=O)c2ccc(Cl)cc2)=C(C#N)C1c1ccco1 (stereo unspecified) in TDP-43 yeast inh is listed with 14%

# Next section.
SMILES,D3 antag,D3 ag,FUS yeast rescue,EPAC2 antagonist,TDP-43 yeast inh,Abeta yeast res,EPAC2 agonist,aSyn rescue
Cc1cccc(NS(=O)(=O)c2cnc[nH]2)c1,-5,4,x,13%,-2%,1%,-1%,4%
O=C(O)CCc1nn2c3ccccc3n(CCN3CCCCC3)c2nc1=O,-15,3,2%,-5%,-11%,14%,4%,2%
COc1ccc(NC(=O)c2ccccc2NC(=O)CSc2ccc(C)cc2)cc1,-20,-10,13%,5%,-8%,1%,6%,-6%
CN(C)S(=O)(=O)Oc1ccccc1C(=O)Nc1cccc(C(F)(F)F)c1,-6,1,-12%,-5%,21%,u,-5%,5%
COc1ccc(CCN2C(=O)COc3ccccc3C2C(=O)Nc2ccc3c(c2)OCCO3)cc1OC (stereo unspecified),18,2,7%,0%,8%,14%,1%,-2%
CSc1ccc(CN2CCC(Cc3ccccc3)CC2)cc1,-56*,-21,-19%,1%,-12%,-8%,-1%,16%
COc1cc(NC(=O)CC(C)S(=O)(=O)c2ccc3c(c2)NC(=O)CO3)cc(OC)c1OC (stereo unspecified),-3,-4,-1%,3%,-13%,6%,6%,-10%
CC/S(CC1CC1(Cl)Cl)=N\S(=O)(=O)c1ccc(C)cc1 (stereo unspecified),u,9,12%,9%,-11%,5%,2%,1%
CC(C)NC(=O)c1ccccc1NC(=O)C1COc2ccccc2O1 (stereo unspecified),18,-1,9%,15%,-18%,-6%,-12%,-6%
CCOC(=O)C(C)Oc1ccc2c(-c3cccc([N+](=O)[O-])c3)cc(=O)oc2c1 (stereo unspecified),-2,-18,16%,2%,u,14%,8%,18%
Cc1ccc(NC(=O)Cn2c(=O)oc3cc(S(=O)(=O)N4CCC(C)CC4)ccc32)cc1Cl,x,-9,15%,x,-13%,-15%,x,x

# These rows are one share of the data, so the mix of outcomes need not match the whole.
